esBAF inh = inhibitors of esBAF chromatin remodeling in mouse ES cells. reporter increase, % at 12.5 µM. Bmi1-luciferase knock-in reporter, 24 h; 100% = twice the neutral-well signal. AID 602393. 350,000 tested, 2% active; in the data active = activation above about 40%; inconclusive = no clear call, values can overlap the other calls;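 also: 0% = median of the plate's neutral control wells and 100% = double that signal; a rise in the Bmi1 reporter signal indicates esBAF inhibition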
RAD54 branch = inhibitors of human RAD54 branch migration; inhibition, % at 10.4 µM; AID 602329; 360,000 tested, 0.14% active; RAD54 Holliday junction branch migration, FAM/BHQ fluorescence;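 active = mean normalized replicate activity at least 40 and at least half of replicates scoring 40 or more; inconclusive = only one of the two criteria met; inactive = mean below 40 and under half of replicates reaching 40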;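 also: 0% = median of neutral control wells and 100% = median of positive control wells; inhibitors cause a drop in the FAM fluorescence signal; in these data hits start at about 50%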
Target sequence (Q92698 whole entry, looked up): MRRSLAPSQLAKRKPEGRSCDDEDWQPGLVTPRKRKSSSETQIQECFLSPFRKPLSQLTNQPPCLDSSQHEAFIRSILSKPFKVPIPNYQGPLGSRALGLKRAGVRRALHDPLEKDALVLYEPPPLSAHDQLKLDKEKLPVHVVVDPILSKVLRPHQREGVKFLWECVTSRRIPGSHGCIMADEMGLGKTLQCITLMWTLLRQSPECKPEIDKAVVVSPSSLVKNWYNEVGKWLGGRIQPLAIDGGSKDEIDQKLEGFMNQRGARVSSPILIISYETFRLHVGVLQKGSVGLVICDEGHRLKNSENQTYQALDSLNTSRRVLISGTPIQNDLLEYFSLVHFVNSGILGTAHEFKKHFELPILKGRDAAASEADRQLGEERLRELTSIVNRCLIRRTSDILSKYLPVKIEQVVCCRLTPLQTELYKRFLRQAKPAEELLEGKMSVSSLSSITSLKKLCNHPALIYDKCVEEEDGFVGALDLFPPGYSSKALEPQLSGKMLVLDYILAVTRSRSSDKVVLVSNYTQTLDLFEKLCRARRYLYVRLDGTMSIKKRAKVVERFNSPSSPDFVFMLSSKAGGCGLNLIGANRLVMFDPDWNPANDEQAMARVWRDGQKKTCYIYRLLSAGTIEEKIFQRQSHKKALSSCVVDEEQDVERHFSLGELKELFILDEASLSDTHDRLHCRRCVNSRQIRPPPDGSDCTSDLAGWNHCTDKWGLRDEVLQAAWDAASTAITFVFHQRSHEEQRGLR
Starred values were filed as active, the others as inactive; u = inconclusive. An excerpt (hit frequency here may not be typical).

SMILES | esBAF inh | RAD54 branch
Cc1ccccc1CS(=O)(=O)Cc1ccc(C(=O)NCc2cccnc2)o1 | -8 | -14
CC(C)(C)NC(=O)CSc1nsc(SCC(=O)NC(C)(C)C)c1C#N | 11 | -10
CCOC(=O)c1cnn(-c2ccc(C(F)(F)F)cn2)c1N | 26 | 11
Cc1cc(C(=O)N2CCN(C(=O)C3CCCO3)CC2)no1 (centres undefined) | -6 | -6
CCC(=O)N1CCCn2c1nc1ccccc12 | 2 | -8
CCOC(=O)c1cc2sc(C)cc2n1CC(=O)N1CCc2ccccc21 | -10 | 2
COc1ccc(-c2ncncc2-c2csc(C)n2)c(O)c1 | 9 | 3
O=C(NCC(=O)N(Cc1ccccc1)C(C(=O)NC1CCCC1)c1ccncc1)c1ccco1 (centres undefined) | -4 | 2
c1ccc(-c2cnnc(N3CCCCC3)n2)cc1 | 55* | -8
CC(=O)OC(C(=O)n1nc(C)cc1C)c1ccccc1 (centres undefined) | -5 | -4
CCN(c1ccc(OC)cc1)S(=O)(=O)c1nnc(NC(=O)c2ccccc2Cl)s1 | -2 | -9
Cc1c(C(=O)OC2CCCCC2)[nH]c2c1C(=O)CC(C)(C)C2 | 37 | -1
Cc1nc2ncnn2c(C)c1Cc1ccc(Cl)cc1 | 5 | -2
Clc1cccc(Oc2cnc3ccccc3n2)c1 | 26 | -5
CCOC(=O)c1ccc(NC(=O)CSc2nnc(CNc3ccc(C)cc3)n2C)cc1 | 5 | -8
CC(C)(C)NS(=O)(=O)c1ccc(NS(=O)(=O)c2ccc(F)cc2)cc1 | 7 | -10
O=C(NCCN1CCOCC1)c1cc2cc(Br)ccc2oc1=O | -2 | 9
COc1nnc(-c2ccc(C)c(S(=O)(=O)NCCO)c2)c2ccccc12 | -4 | -8
Cc1cc([N+](=O)[O-])ccc1NCc1ccccc1 | 7 | 3
Cc1ccc(S(=O)(=O)Oc2ccc(/C=C(/NC(=O)c3ccccc3)C(=O)Nc3ccccc3)cc2)cc1 | -4 | -4
Cc1cccc(CN2C(=O)N/C(=C/c3cc(C)n(-c4cc(C)ccn4)c3C)C2=O)c1 | 10 | -2
Cc1[nH]c2ccccc2c1C(=O)CSc1nncn1C | 0 | 6
O=C(CSc1nnc(CNc2ccc(Cl)cc2)o1)Nc1nc2ccccc2s1 | -3 | 0
CCCCC(C(=O)O)C(C)CC(=O)Nc1cccc(C(=O)O)c1 (centres undefined) | 7 | -17
COc1ccc(CCNC(=O)C2CCN(S(=O)(=O)N3CCOCC3)CC2)cc1OC | -4 | 13
O=C(NCc1ccc(N2CCCC2=O)cc1)c1cn(Cc2ccccc2)nn1 | 7 | -3
CCc1c(O)nc2sc3ccccc3n2c1=O | -5 | 0
O=C1c2ccccc2C(=O)N1CC(O)Cn1nnc2ccccc21 (centres undefined) | 10 | 10
CC(C)(C)n1nnnc1C(c1cccs1)N1CCN(c2ccccc2)CC1 (centres undefined) | -3 | -5
COC(=O)c1ccccc1NC(=O)CSc1ccccc1 | 8 | 4
O=C1Nc2ccc(F)cc2C12Nc1ccccc1-c1nnc(SCc3ccccc3Cl)nc1O2 (centres undefined) | 13 | -4
COc1ccc(C(CC(=O)O)NC(=O)COc2ccccc2)cc1 (centres undefined) | -4 | 0
COc1cnc(-c2ccccn2)nc1Oc1ccccc1Cl | 3 | -4
Cc1cc(C)n(-c2nc(O)cc(=O)[nH]2)n1 | 4 | -1
Nn1c(SCC(=O)Nc2cccc(F)c2)nnc1C1CCCCC1 | 2 | -1
CCc1nc(SCc2nc3ccccc3[nH]2)c2oc3ccccc3c2n1 | 6 | 1
CC(=O)N1CCc2cc(S(=O)(=O)NC3CCCc4ccccc43)ccc21 (centres undefined) | 4 | 1
CC1CN(C(=O)CSc2nnc(-c3ccncc3)n2-c2ccccc2)CC(C)O1 (centres undefined) | 2 | 1
O=C(Nc1ccc(CN2CCOCC2)cc1)c1cccc(F)c1 | 4 | 9
COc1ccc(S(=O)(=O)N(C)CC(=O)NC2CCCCC2)cc1Cl | 0 | -1
CCN(CC)CCCNC(=S)N1CCn2c(nc3ccccc32)C1 | -9 | -7
COc1cc2c(cc1OC)C(C(=O)NCCN1CCOCC1)C1c3ccccc3CCN1C2=O (centres undefined) | -1 | -10
O=C(c1ccccc1)N1CCN(C(=O)c2ccccc2Br)CC1 | 6 | 6
O=C(Nc1ccccc1C(=O)N/N=C/c1ccco1)c1ccccc1Cl | -6 | -3
Cc1ccc(S(=O)(=O)c2cc(C#N)c(=O)[nH]c2N)cc1 | -4 | -5
Cc1ccc(S(=O)(=O)N=Nc2c(O)[nH]c3ccccc23)cc1 | 7 | -4
O=C(COC(=O)Cc1ccc(S(=O)(=O)N2CCOCC2)s1)NCCc1ccccc1 | -1 | -15
O=C(Nc1ccc(O)cc1)c1ccc(C(=O)c2ccccc2)o1 | 25 | -7
CC1(C)Cc2c(sc3c2c(=N)n(Cc2ccco2)c(=O)n3Cc2ccc(Cl)cc2)CO1 | 5 | 0
Cc1ccc(S(=O)(=O)CC(=O)N2CCCC2)cc1 | 4 | 15
O=C(/C=C/c1ccccc1)NNC(=O)c1cccc(Cl)c1 | 1 | 1
Cc1cc(NC(=O)CCC(=O)N(CCC(C)C)C(C(=O)NC2CCCC2)c2cccnc2)no1 (centres undefined) | -7 | 6
COc1ccc(NS(=O)(=O)c2cc(OC)ccc2NC(=O)c2cc(C)oc2C)cc1 | -9 | -5
COC(=O)CN(C(=S)Nc1ccc(Cl)cc1)C1CC(=O)N(c2ccc(OC)cc2)C1=O (centres undefined) | -2 | -3
Cc1cccc(NC(=O)N2CCCC2C(=O)NCc2cccs2)c1 (centres undefined) | -3 | 4
CC(=O)NN1C(=O)/C(=C\c2ccc(C)cc2)SC1=S | -5 | 3
COc1cc(NC(=O)C2CCCCN2)ccc1OCC(C)C (centres undefined) | 2 | 0
O=C(CSc1nnnn1-c1ccccc1)NC(=O)Nc1ccc2c(c1)OCCO2 | u | -7
Cc1ccc(Oc2ccccc2/C=C2\SC(=O)N(C)C2=O)cc1 | -8 | 7
COc1ccc2[nH]c(O)c(NC(C)=O)c2c1 | -1 | -11

(list continues)
SMILES | esBAF inh | RAD54 branch
CCC1(CC)C(=O)NC(=O)NC1=NCCc1ccc(O)cc1 | 3 | -9
CCOC(=O)N1CCN(C(=O)Cn2c(=O)sc3ccccc32)CC1 | -7 | -8
CCOc1cccc(C(=O)Nc2cccnc2)c1 | 12 | 4
COc1ccc(/C=N/n2cnnc2SCc2ccc(OC)cc2)cc1 | -3 | -1
CCN1CCN(C(c2cccs2)C(C)NS(=O)(=O)c2ccc(Br)cc2)CC1 (centres undefined) | -5 | 12
Cc1cnc(C(=O)OCC(=O)NC(=O)NC(C)C)cn1 | -4 | -4
COc1ccccc1OC(C)C(=O)Nc1nc(-c2ccc(S(=O)(=O)N3CCOCC3)cc2)cs1 (centres undefined) | 3 | 0
CCCCn1c(CN2CCN(C(=O)OCC)CC2)nc2c1c(=O)n(C)c(=O)n2C | -4 | -2
O=c1c2c(-c3ccccc3)csc2nc2n1CCC2 | 0 | 2
O=C(c1cccc(F)c1)N1CCN(C(=O)C2CC2)CC1 | -1 | -8
C=CCn1c(SCC(=O)Nc2sccc2C(N)=O)nc2sc(C)c(C)c2c1=O | 6 | 3
Cc1c(NC(=O)COC(=O)C(c2ccc(Cl)cc2)C(C)C)c(=O)n(-c2ccccc2)n1C (centres undefined) | -2 | -11
CC(C)c1ccc(OC(=O)NCCO)cc1 | 29 | 0
O=C1c2ccccc2C(=O)N1c1ccc(Cl)cn1 | -6 | -7
Cc1cc(=O)oc(C)c1C(=O)OCC(=O)c1ccc(Cl)c(Cl)c1 | 0 | 0
CCOC(=O)C1=C(C)N=C2SC(C(=O)OC)=CC(=O)N2C1c1ccc(F)cc1 (centres undefined) | -8 | -7
O=C(COC(=O)Cc1ccsc1)NCC1CCCCC1 | -4 | 14
CC(C)C(=O)Nc1ccc(NC(=O)c2cccnc2)cn1 | -6 | 17
Cc1cc(Cl)c(S(=O)(=O)N2CCSCC2)cc1OCC(N)=O | 4 | 7
CCOCCn1c(SC)nc2c1c(=O)[nH]c(=O)n2C | -7 | -8
CC1Cc2ccccc2N1C(=O)c1cc2sccc2n1Cc1ccc(F)cc1 (centres undefined) | -8 | -3
CCCCCCn1c(NCC)nc2c1c(=O)[nH]c(=O)n2C | -5 | -7
OC[C@@H]1[C@@H](c2ccccc2)C(c2ccc(F)cc2)=NN1c1ccccc1 | -4 | 10
C=CCSC1=N/C(=C\C=C\c2ccco2)C(=O)S1 | -6 | -1
CCOC(=O)N1CCN(c2ccc(Cl)c(Cl)c2)CC1 | 1 | 2
Nc1ccc(C(=O)OCCCc2nc3ccccc3[nH]2)cc1 | 2 | 0
O=C(c1nn2c(C(F)(F)F)cc(-c3ccco3)nc2c1Br)N1CCCc2ccccc21 | -11 | -4
CCCC(=O)Nc1ccc(NC(=O)CCc2ccccc2)cn1 | 3 | -4
CC(C)C(=O)Nc1ccccc1N1CCN(C(=O)c2ccccc2)CC1 | -3 | -1
COc1ccc(NC(=O)c2cccs2)cc1OC | 29 | 2
Cc1ccc(C)c(OCC(=O)N/N=C/c2ccsc2)c1 | 1 | -1
COC(=O)c1ccc(C(=O)Nc2ccc(N)cc2N)cc1 | 4 | 2
O=C(NC1CCS(=O)(=O)C1)Oc1ccccc1 (centres undefined) | -6 | 7
N#CC1=C(N)N(c2ccccc2)C2=C(C(=O)CCC2)C1c1cccs1 (centres undefined) | 3 | -8
Cc1ncc([N+](=O)[O-])n1CCOC(=O)c1ccc(Cl)cc1Cl | -7 | -4
O=[N+]([O-])c1cnccc1Nc1cccc(F)c1 | -2 | -5
COc1ccccc1N1CCN(S(=O)(=O)c2ccccc2)CC1 | 2 | -2
CCN(CC)c1c([N+](=O)[O-])ncn1C | -8 | 4
COc1cc2c(cc1OC)C(C)N(C(=O)CCN1C(=O)C3C4C=CC(C4)C3C1=O)CC2 (centres undefined) | 0 | -6
COc1ccccc1C1NC(=O)CS1 (centres undefined) | -4 | 0
CCOC(=O)N1CCC(N2CC34C=CC(O3)C(C(=O)Nc3ccc(F)cc3)C4C2=O)CC1 (centres undefined) | -5 | 5
Clc1cc(Br)ccc1OCCOCCOc1cccc2cccnc12 | -6 | -12
COCCNc1nc(-n2nc(C)cc2C)nc2sc3c(c12)CCCC3 | 14 | 0
Nc1nncn1C(=O)CCCOc1ccc(Cl)cc1Cl | -6 | 0

Structures above with a Cl atom:
SMILES | esBAF inh | RAD54 branch
CCN(c1ccc(OC)cc1)S(=O)(=O)c1nnc(NC(=O)c2ccccc2Cl)s1 | -2 | -9
Cc1nc2ncnn2c(C)c1Cc1ccc(Cl)cc1 | 5 | -2
Clc1cccc(Oc2cnc3ccccc3n2)c1 | 26 | -5
O=C(CSc1nnc(CNc2ccc(Cl)cc2)o1)Nc1nc2ccccc2s1 | -3 | 0
O=C1Nc2ccc(F)cc2C12Nc1ccccc1-c1nnc(SCc3ccccc3Cl)nc1O2 (centres undefined) | 13 | -4
COc1cnc(-c2ccccn2)nc1Oc1ccccc1Cl | 3 | -4
COc1ccc(S(=O)(=O)N(C)CC(=O)NC2CCCCC2)cc1Cl | 0 | -1
O=C(Nc1ccccc1C(=O)N/N=C/c1ccco1)c1ccccc1Cl | -6 | -3
CC1(C)Cc2c(sc3c2c(=N)n(Cc2ccco2)c(=O)n3Cc2ccc(Cl)cc2)CO1 | 5 | 0
O=C(/C=C/c1ccccc1)NNC(=O)c1cccc(Cl)c1 | 1 | 1
COC(=O)CN(C(=S)Nc1ccc(Cl)cc1)C1CC(=O)N(c2ccc(OC)cc2)C1=O (centres undefined) | -2 | -3
Cc1c(NC(=O)COC(=O)C(c2ccc(Cl)cc2)C(C)C)c(=O)n(-c2ccccc2)n1C (centres undefined) | -2 | -11
O=C1c2ccccc2C(=O)N1c1ccc(Cl)cn1 | -6 | -7
Cc1cc(=O)oc(C)c1C(=O)OCC(=O)c1ccc(Cl)c(Cl)c1 | 0 | 0
Cc1cc(Cl)c(S(=O)(=O)N2CCSCC2)cc1OCC(N)=O | 4 | 7
CCOC(=O)N1CCN(c2ccc(Cl)c(Cl)c2)CC1 | 1 | 2
Cc1ncc([N+](=O)[O-])n1CCOC(=O)c1ccc(Cl)cc1Cl | -7 | -4
Clc1cc(Br)ccc1OCCOCCOc1cccc2cccnc12 | -6 | -12
Nc1nncn1C(=O)CCCOc1ccc(Cl)cc1Cl | -6 | 0

Screening data (PubChem)
